Assay outcomes deposited in PubChem BioAssay by National Center for Advancing Translational Sciences (NCATS).
Tb PGK inh = qHTS Assay to Find Inhibitors of Phosphoglycerate Kinase. PGK/GAPDH coupled, Kinase-Glo luminescence, 60 min. AID 602233, 2012. 380,000 compounds, 0.043% hits. Potency, µM (doses to about 57.5 µM), inactives show at the top dose activity change, negative = inhibition, hits mostly inhibitors. Phosphoglycerate kinase, glycosomal (Trypanosoma brucei brucei), P07378; note: % is set by controls: 0 for no effect and ±100 for the full control effect; nearly all actives have a fitted effect of over 60% in size
Target sequence (P07378 whole entry, looked up): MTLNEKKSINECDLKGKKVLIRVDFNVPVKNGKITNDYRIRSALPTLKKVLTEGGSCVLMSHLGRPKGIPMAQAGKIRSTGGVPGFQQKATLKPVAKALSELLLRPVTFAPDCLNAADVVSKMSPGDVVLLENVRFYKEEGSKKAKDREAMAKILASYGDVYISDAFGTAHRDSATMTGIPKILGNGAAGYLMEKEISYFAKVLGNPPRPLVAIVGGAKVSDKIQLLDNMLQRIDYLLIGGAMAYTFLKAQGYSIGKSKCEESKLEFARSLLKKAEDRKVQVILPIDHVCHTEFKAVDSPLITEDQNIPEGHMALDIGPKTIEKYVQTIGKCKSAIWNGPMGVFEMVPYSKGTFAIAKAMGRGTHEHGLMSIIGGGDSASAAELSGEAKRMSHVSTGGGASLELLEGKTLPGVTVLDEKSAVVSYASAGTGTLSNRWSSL
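Luminescent ATP detection (Kinase-Glo Plus) follows a 60-minute room-temperature incubation, with wells lacking PGK as controls. Buffer: 100 mM TEA (pH 7.6), 5 mM MgCl2, 0.01% Tween-20. Coupling enzyme GAPDH (100 nM final) supplies unstable 1,3-BPG in-well.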
Pin1 inh = qHTS Assay to Find Inhibitors of Pin1; Peptidyl-prolyl cis-trans isomerase NIMA-interacting 1 (Homo sapiens), Q13526; Pin1 FP peptide displacement, HiFluor488, 10 min; Potency, µM (series often up to 115 µM), for inactives: top-dose activity, negative = inhibition, actives largely listed as inhibitors; 390,000 compounds, 0.009% hits; AID 504891, 2011; active = well fitted inhibition curve with a large enough effect in the polarisation, with a control signal flat, not every such curve was filed as active; inconclusive = small, poorly fitted or top-dose-only effect, or effect the other way, or a change in a side signal; inactive = no such curve, though single readings can be large or run the other way; the % refers to the polarisation; note: % is set by controls: 0 for no effect and ±100 for the full control effect
ALOX12 inh = Primary qHTS assay for inhibitors of human arachidonate 12S-lipoxygenase (ALOX12): Round 2. Polyunsaturated fatty acid lipoxygenase ALOX12 (Homo sapiens), P18054. purified 12hLO, xylenol orange hydroperoxide absorbance. Potency, µM (top dose mostly 108 µM), for the others: at the highest dose activity change, negative = inhibition, actives largely listed as inhibitors. 580,000 compounds, 1.1% hits. AID 1671190, 2021; note: % is set by controls: 0 for no effect and ±100 for the full control effect
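Purified human 12hLO (150 nM final) in 25 mM Hepes, 0.01% Triton X-100, pH 7.0 was preincubated 15 min at room temperature with compound. Then 40 uM arachidonic acid was added, 30 min. Hydroperoxide was read by Fe-XO absorbance ratio 573/405 nm.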
HP1b binding inh = HTS for Inhibitors of HP1-beta Chromodomain Interactions with Methylated Histone Tails | Chromobox protein homolog 1 (Homo sapiens), P83916 | AlphaScreen HP1-beta / biotin-H3K9me3 peptide binding | Potency, µM (series often up to 114 µM), for the others: at the highest dose activity change, negative = inhibition, usual class: inhibitors | 390,000 compounds, 0.56% hits | AID 540317, 2011; note: nearly all actives have a fitted effect of over 70% in size; inactives centre near 23
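AlphaScreen: HP1-beta (50 nM) preformed 30 min with biotin-H3(1-18)K9me3 peptide (50 nM) in PBS pH 7.4, 0.01% Tween-20. Compound added for 30 min at RT, then streptavidin donor/nickel chelate acceptor beads (10 ug/mL) for 30 min.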
rTrxR1 inhibitor = qHTS Assay for Inhibitors of Mammalian Selenoprotein Thioredoxin Reductase 1 (TrxR1): qHTS. Thioredoxin reductase 1, cytoplasmic (Rattus norvegicus), O89049. recombinant rTrxR1, NADPH fluorescence consumption, selenite substrate. Potency, µM (titrated, usually from 114 µM), for the others: at the highest dose activity change, negative = inhibition, usual class: inhibitors. 390,000 compounds, 1% hits; note: % is set by controls: 0 for no effect and ±100 for the full control effect; nearly all actives have a fitted effect of over 65% in size
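Rat TrxR1 (90 nM in the dispensed reagent) was pre-reduced with 400 uM NADPH for 5 min at room temperature, then incubated with compound for 15 min. After 400 uM selenite was added, NADPH fluorescence (Ex 340/Em 450 nm) was followed for 8 min.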
JMJD2A Tudor inh = qHTS Assay for Inhibitors of JMJD2A-Tudor Domain. Potency, µM (top dose mostly 114 µM), for the others: at the top dose activity change, negative = inhibition, most hits filed as inhibitors. 390,000 compounds, 4.4% hits. Lysine-specific demethylase 4A (Homo sapiens), O75164. AlphaScreen JMJD2A-Tudor / H3K4me3 peptide binding; note: % is set by controls: 0 for no effect and ±100 for the full control effect; nearly all actives have a fitted effect of over 50% in size
GLS inh = qHTS for Inhibitors of Glutaminase (GLS); GLS enzymatic activity, qHTS titration; 410,000 compounds, 0.21% hits; Potency, µM (series often up to 45.5 µM), without a hit: at the top dose activity change, negative = inhibition, usual class: inhibitors; Glutaminase kidney isoform, mitochondrial (Homo sapiens), O94925; AID 624170, 2012; note: % is set by controls: 0 for no effect and ±100 for the full control effect
Target sequence (O94925 whole entry, looked up, canonical isoform): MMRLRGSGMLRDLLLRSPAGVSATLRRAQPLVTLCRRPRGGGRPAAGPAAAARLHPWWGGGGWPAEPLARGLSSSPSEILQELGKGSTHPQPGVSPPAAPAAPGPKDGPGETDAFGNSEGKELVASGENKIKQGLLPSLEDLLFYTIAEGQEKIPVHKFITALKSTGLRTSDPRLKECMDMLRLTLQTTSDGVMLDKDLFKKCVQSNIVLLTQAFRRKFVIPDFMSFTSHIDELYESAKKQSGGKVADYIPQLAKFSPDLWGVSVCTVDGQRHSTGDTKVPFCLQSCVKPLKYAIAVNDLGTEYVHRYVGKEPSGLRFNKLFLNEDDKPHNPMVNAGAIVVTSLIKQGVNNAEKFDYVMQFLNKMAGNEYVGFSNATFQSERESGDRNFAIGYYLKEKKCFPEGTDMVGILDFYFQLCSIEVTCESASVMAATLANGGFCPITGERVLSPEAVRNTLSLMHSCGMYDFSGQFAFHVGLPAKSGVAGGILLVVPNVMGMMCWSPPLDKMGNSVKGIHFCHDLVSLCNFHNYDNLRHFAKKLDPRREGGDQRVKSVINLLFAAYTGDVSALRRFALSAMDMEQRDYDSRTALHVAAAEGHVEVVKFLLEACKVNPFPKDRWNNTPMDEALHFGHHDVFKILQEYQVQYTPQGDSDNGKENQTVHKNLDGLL
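Assay buffer: 45 mM KH2PO4 pH 8.2, 0.02% Tween-20. hKGA acts on L-glutamine (1 mM solution added); product glutamate is reported by an oxidase/peroxidase Amplex Red coupling, with fluorescence taken at baseline and 30 min.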
ERG-DNA inh = qHTS for Small Molecule Inhibitors of the ERG Ets/DNA interaction; Transcriptional regulator ERG (Homo sapiens), P11308; fluorescence polarization, His-ERG Ets domain / labelled DNA; Potency, µM (titrated, usually from 76.9 µM), inactives show at the highest dose FP activity, negative = inhibition, most hits filed as inhibitors; 370,000 compounds, 0.028% hits; AID 624246, 2012; active = well fitted inhibition curve with a large enough effect in the polarisation, with a control signal flat; inconclusive = small, poorly fitted or top-dose-only effect, or effect the other way, or a change in a side signal; inactive = no such curve, though single readings can be large or run the other way; the % refers to the polarisation;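 note: polarization taken with two DNA probes labelled with fluorescein and Texas red; % of control where 0% means no effect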
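His-tagged ERG Ets domain (1 uM in the protein solution; 300mM KCl, 50mM Tris-HCl, 1mM EDTA, 1mM DTT, pH 7.5) received compound, then a probe mix of 5 nM fluorescein-DNA and 100nM Texas-615-DNA. Fluorescence polarization was read for both dyes.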
RGS4 inh = Inhibitors of Regulator of G Protein Signaling (RGS) 4: qHTS; Regulator of G-protein signaling 4 (Homo sapiens), P49798; Transcreener GDP fluorescence polarization, RGS4-accelerated GTP hydrolysis; Potency, µM (doses to about 114 µM), for the others: top-dose activity change, negative = inhibition, actives largely listed as inhibitors; 390,000 compounds, 0.039% hits; note: % is set by controls: 0 for no effect and ±100 for the full control effect; nearly all actives have a fitted effect of over 75% in size; some results filed as inactive show a strong effect at the top dose
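MLSMR compounds (23 nl, pin-transferred) preincubated 10 min at room temperature with a 500nM (2x) first reagent, then RGS4 at 900nM (2x) plus Transcreener GDP mix added; fluorescence polarization (620/688 nm) read before and after 90 min at 30 °C.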
An asterisk follows results filed as active; i = inactive; ? = inconclusive; / = not tested or not shown; & = joins results of further samples; [ ] = dose if it differs, or a comment. Unless noted, calls come from the whole dose curve; as a rule, active = well fitted curve in the direction sought with a large enough effect; inconclusive = small, poorly fitted or top-dose-only effect, or another doubt; inactive = no such curve, though single readings can be large; an effect the other way counts as inactive or inconclusive. Potency is the fitted concentration of half-maximal effect. A portion of the library (hit frequency here may not be typical).

Value order – RGS4 inh, ERG-DNA inh, GLS inh, HP1b binding inh, Tb PGK inh, ALOX12 inh, Pin1 inh, JMJD2A Tudor inh, rTrxR1 inhibitor
- COc1cccc(CC(=O)Nc2ccccc2C(=O)N2CCOCC2)c1
 : 11.8%, /, 4.6%, 18.4%, 12.4%, 12.3%, -7.5%, -13.2%, -6.5%
- Cc1ccc(C(=O)OC(C)C(=O)N(C)C2CCCCC2)cc1S(=O)(=O)N1CCCCC1 (centres undefined)
 : -4.8%, 6.3%, -2.4%, 43.8%[activator], 3.7%, 8.5%, 1.2%, -6.1%, 19.9%
- O=C(Nc1ccc(Cl)c(S(=O)(=O)N2CCOCC2)c1)c1ccncc1
 : 21.1%, -6.5%, -11.0%, 11.6%[57 µM], -6.6%, -11.4%, -0.1%, -17.2%, -8.3%[2.29 µM]
- CC(=O)Nc1ccc(C=NNc2nnc(NN=Cc3ccc(NC(C)=O)cc3)c3ccccc23)cc1
 : -51.5%, /, 2.3%, 28.7%, -4.6%, -5.6%, 43.1%[activator], -24.3%, -25.9%
- CCC(=O)N1CCN(c2ccccc2NC(=O)COc2cccc(C)c2C)CC1
 : -7.7%, 5.5%, 3.7%, 26.4%, i, 10.5%, -5.8%, -22.1%, 0.7%
- CN(C)C(=O)c1cccn(Cc2ccc(C(F)(F)F)cc2)c1=O
 : 1.6%, 13.1%, 2.1%, 41.8%[activator], -2.6%, -2.6%, -2.3%, -13.7%, 20.0%[57.1 µM]
- CCS(=O)(=O)N1CCC(C(=O)NCc2ccc(F)cc2Cl)CC1
 : -12.6%, /, -6.6%, 28.1%, i, 18.2%, -0.2%, 0.0%, 17.0%
- COC(=O)CCN(c1ccccc1)S(=O)(=O)c1cc(-c2cc(C)no2)ccc1OC
 : 7.9%&14.9%, -1.8%&-1.1%, -3.0%&-2.4%, 39.1%&14.9%[activator], 4.8%&0.3%, 8.9%&-3.6%, ?, -6.9%&-3.6%, 11.0%
- CCCn1ncc2c(Nc3ccc(C)c(C)c3)ncnc21
 : -30.2%, 0.7%, 0.1%, 22.8%, 3.8%, -15.7%, 1.3%, -0.7%, 6.1%
- O=c1oc([C@@H](O)c2ccccc2)cc2ccccc12
 : -5.4%, -8.7%, 9.8%, 14.9%, -8.1%, -9.7%, -4.8%, -13.8%, 5.4%
- CCc1ncc(CN2CCC(C(=O)Nc3cccc(-c4cscn4)c3)CC2)cn1
 : -1.0%, -3.7%, 5.5%, 22.0%, 8.0%, 0.0%, 0.0%, -9.7%, -6.0%
- Cc1cc(C)n2nc(C(=O)OCC(=O)Nc3cc(S(=O)(=O)N4CCOCC4)ccc3Cl)nc2n1
 : -18.2%, /, 10.9%, 44.2%, 5.6%, -15.7%, 3.9%, -2.1%, 9.8%
- COc1ccc(CC(=O)Nc2ccncc2Cl)cc1
 : -3.4%, 1.1%, -6.8%, 45.8%[activator], -5.3%, -4.0%, -6.4%, 0.7%, 32.0%
- COc1cccc(NC(=O)c2cccs2)c1
 : -17.9%, -2.5%, -11.7%, 17.1%, -6.2%, -0.1%, 0.1%, -10.9%, 12.3%
- CCOC(=O)Cc1csc(NC(=O)CC(C)(C)CC(=O)O)n1
 : -17.7%, -23.3%, -0.6%, 22.9%, -2.2%, 2.4%, -6.5%, -10.0%, 30.1%[activator][57.1 µM]
- Cc1ccc(OC(C)C(=O)Nc2ccncc2)cc1C (centres undefined)
 : -17.9%, -2.1%, -0.5%, 38.9%, -1.9%, ?, -0.4%, -9.8%, 5.2%
- Cc1cc(C)nc(/N=C(\N)Nc2ccc(S(=O)(=O)O)cc2)n1
 : 2.0%, -8.7%, -0.2%, 45.3%[activator], 6.6%, -2.4%, -1.9%, -4.2%, 6.8%[57.1 µM]
- Cc1ccccc1CC(=O)Nc1ccc2c(C)cc(=O)oc2c1
 : -8.3%, 7.7%, -1.9%, 18.3%, -3.2%, 10.5%&23.6%, 19.3%, -23.7%, 4.8%[57.1 µM]
- Cc1ccc(Cn2cc(C(=O)c3ccc(F)cc3)c(=O)c3cc4c(cc32)OCO4)cc1
 : 13.5%, -7.0%, 0.4%, 15.3%, 10.7%, -18.2%, 48.6%[activator], -27.3%, 4.4%
- O=C(O)CSC(NC(=O)c1cccnc1)(C(F)(F)F)C(F)(F)F
 : 4.7%, 1.9%, 5.1%, ?, 6.4%, ?, -10.9%, 89.1µM*, -23.4%[57.1 µM]
- C/C(=N\NC(=O)CSCc1ccccc1Br)c1cccc([N+](=O)[O-])c1
 : 3.2%, -2.0%, 0.6%, 14.6%, 3.2%, -2.1%, 4.2%, 0.7%, -7.9%
- CCOC(=O)c1c(-c2ccc(C)s2)csc1N
 : ?, 1.0%, -4.4%, ?, 6.0%, ?, -1.9%, ?, -16.5%
- COC(=O)N/N=C/c1cc(C)n(-c2ccc(F)cc2)c1C
 : 39.0%, -8.5%, -0.5%, 8.4%, -5.8%, 7.4%, 3.4%, -35.7%, -4.8%
- FC(F)(F)c1ccc(-c2cccc3c2C2CC3CCN2)cc1 (centres undefined)
 : 2.4%, -5.7%, 0.5%, -2.1%, -8.2%, 1.3%, 4.7%, -7.2%, 42.1%
- Nc1ccc2c(c1)COc1ccccc1O2
 : -21.5%, 0.7%, 0.3%, 11.0%, -1.3%, -2.3%, -1.8%, ?, -1.3%
- COc1ccc(Cl)cc1NS(=O)(=O)c1ccc(S(=O)(=O)N2CCCC2)cc1
 : -14.7%, 6.1%, 2.0%, 28.1%, -24.8%, 2.6%, 0.9%, -7.5%, ?
- COc1ccc(Nc2nn3c(=O)c4cc5c(cc4nc3s2)OCO5)c(OC)c1
 : -14.2%, 1.6%, -13.9%, 50.8%[activator], -9.4%, -36.4%, 8.9%, -29.0%, 5.7%
- Cc1ccc(NC(=O)NC(=O)c2cnccc2C(F)(F)F)c(C)c1
 : -1.7%, 3.5%, 1.3%, 19.5%, -0.9%, 0.0%, -2.0%, -18.1%, 16.1%[57.1 µM]
- COc1cccc(CN(C)CC(=O)NC(=O)NCc2ccco2)c1
 : -35.7%, -0.7%, -9.1%, 50.1µM*, -5.2%, 17.2%, -2.1%, 89.1µM*, -33.2%
- CNC(=S)N1CCN(c2nc3ccccc3s2)CC1
 : -10.8%, -6.7%, -10.0%, 11.6%, 9.6%, -7.5%, -1.8%, 0.0%, 15.9%[57.1 µM]
- O=C(NC1CCCC1)C1CCC(=O)N1CCc1ccccc1 (centres undefined)
 : 23.0%, -1.9%, 2.5%, 14.0%, i, 13.2%, -1.4%, -8.3%, 23.3%
- O=C(CSCC(=O)Nc1nccs1)Nc1ccccc1
 : -24.9%, -7.5%, 3.3%, 50.2%[activator], -6.8%, 29.8%, -4.2%, 11.0%, -2.5%
- O=C(Cc1ccc(Cl)c(Cl)c1)Nc1ccc(S(=O)(=O)Nc2ncccn2)cc1
 : 12.3%, 24.0%, -3.1%, 32.6%, -9.0%, -12.5%, 4.4%, 20µM*, 18.5%[57.1 µM]
- CCCOc1ccc(C2C(=O)N(C3CCCCC3)CC(=O)N2CCCOCC)cc1OC (centres undefined)
 : -19.9%, -4.8%, -11.3%, 35.8%, i, 14.3%, -1.5%, 8.5%, 20.8%
- COc1ccccc1-c1nnc2sc(COc3ccc(Cl)cc3)nn12
 : -14.8%, -4.6%, -18.2%, 16.2%, -3.3%, 21.7%, 5.1%, -12.3%, 26.8%[11.4 µM]
- O=C(c1nc(-c2ccccc2)n(-c2ccccc2)n1)N1CCCCCC1
 : 7.6%, -10.3%, 3.8%, 19.2%, 14.0%, -3.5%, -6.3%, -11.7%, 0.6%
- COc1ccc(-n2nnnc2SCC(=O)N2CCOCC2)cc1
 : 5.9%, 9.9%, -2.0%, 5.2%, i, -24.7%, -5.5%, -12.1%, 29.9%
- Cc1ccc(S(=O)(=O)N(Cc2nc(-c3ccc(Cl)cc3)no2)C2CCCCC2)cc1
 : 14.9%, -0.2%, -0.9%, 40.5%[activator], -7.3%, -10.2%, -10.9%, 13.2%, 32.3%
- CCC[C@H](CN[C@@H](CNC)[C@H](C)CC)NCCc1cc(C(F)(F)F)cc(C(F)(F)F)c1
 : 23.6%, -4.6%, 4.7%, 38.6%, -7.3%, -20.5%, 6.7%, -23.4%, 10.6%
- O=S(=O)(O)c1cc2oc(-c3ccccc3)nc2c2ccccc12
 : 5.1%, -5.3%, 8.2%, 35.6%, -6.3%, 3.2%, 1.9%, -19.3%, -0.7%
